Insulin prom inh – TRM-6 insulin promoter activity inhibition; TRM-6 cells (human fetal islet line), insulin promoter-eGFP reporter, imaging; reporter expression induced with tamoxifen; inhibition, % at 2 µM; 130,000 tested, 0.9% active;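 active means inhibition above the mean plus 3 SD, with well images judged a real hit on visual review, cut at about 60% in these data, passing the limit was not always enough; inconclusive means inhibition over the cutoff but images rejected on review; inactive means inhibition not above the cutoff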
sdo1 growth – sdo1-depleted yeast growth rescue; S. cerevisiae sdo1-depleted JHY4D growth rescue, OD600 30 h; stronger effect = higher value; pdr5 snq2 efflux-pump mutant strain; z-score at 10 µM; 140,000 tested, 0.21% active;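 active means z-score above 3 at both the 24 hr and the 30 hr optical density reads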;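 further: z-score against mean and SD of all compound wells on the same plate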
sdo1 growth Rescue 24 h – second read-out of sdo1 growth, no call of its own (marks repeat the call); z-score; S. cerevisiae sdo1-depleted JHY4D growth rescue, OD600; measured here: growth rescue at 24 h;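 0 is the plate mean of compound wells and units are plate SD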
* hit, by the source's call; ? = inconclusive; . = not tested or not shown.

sdo1 growth Rescue 24 h	Insulin prom inh	sdo1 growth	structure
2.5	.	0.96	CC(=O)N1CCN=C1SCc1ccc(Cl)cc1
-0.5	.	0.34	CN(C)CCOCCP(=O)(c1ccccc1)c1ccccc1
-0.41	.	0.04	C/C(=N/OC(=O)c1ccc(C)cc1)c1cccs1
-0.91	-3	-0.98	COc1ccc(OC)c(Nc2ccc(Nc3cc(OC)ccc3OC)nn2)c1
-0.43	-186	-1.5	Cc1nn(-c2cc(C)c3ccccc3n2)c2c1C1C(C2)C1(C)C (stereo unspecified)
0.51	31	0.33	CCCn1c(SCC(=O)Nc2nc3ccccc3s2)nc2c1c(=O)n(C)c(=O)n2C
-0.61	.	-0.4	Cc1ccc(NC(=O)COC(=O)c2sccc2C)cc1S(=O)(=O)N1CCOCC1
0.42	50	0.85	O=C(CSc1nnc(NCc2ccccc2)s1)N1CCOCC1
-0.29	-14	-0.4	COc1ccc(NC(=O)c2cccnc2Sc2ccccc2)c(OC)c1
-1.4	.	-1.2	Cn1c(SCc2cccc(C(F)(F)F)c2)nnc1-c1ccco1
-0.89	-11	-1	CC1CCCN(CCC(=O)c2ccc(Br)cc2)C1 (stereo unspecified)
0.02	.	-2.3	O=C(Nc1ccc(Cl)c(Cl)c1)N(Cc1cccnc1)Cc1ccco1
-0.03	20	0.93	CN1CCN(C(=O)CN(CCc2ccccc2)S(C)(=O)=O)CC1
-0.81	-12	-0.55	CC(C)CN(C(=O)CSc1nnc2ccccn12)c1c(N)n(CC(C)C)c(=O)[nH]c1=O
1.4	38	1.5	O=c1cc(CSc2ccccn2)c2ccccc2[nH]1
0.3	18	0.67	CCC/C(O)=C1\C(=O)CC(c2ccccc2)CC1=NC(C)C(=O)O (stereo unspecified)
.	-31	.	CC1CC(C)CN(CCOCCSc2ccc(Cl)cc2)C1 (stereo unspecified)
-0.82	40	-0.81	O=C(NC1CCCCC1)c1cccc(Cn2cc(Cl)cn2)c1
0.81	25	0.47	CCOC(=O)Cc1csc(NC(=O)C2C3C=CC(C3)C2C(=O)O)n1 (stereo unspecified)
-0.56	-12	-0.88	CCOc1ccc(-c2nc(CSCC(=O)NCc3ccco3)c(C)o2)cc1
-0.62	-21	-0.11	COc1ccc(C2/C(=C(/O)c3ccccc3)C(=O)C(=O)N2CO)cc1 (stereo unspecified)
0.53	-381	1	O=C(Nc1cccc(F)c1)NC1(C(=O)N2CCN3CCCC3C2)CCCCC1 (stereo unspecified)
0.76	-8	0.55	COc1ccc2c(c1)C(C)=CC(C)(C)N2C(=O)Nc1ccccc1
1	-35	0.86	O=C(Oc1ccc(-c2nnco2)cc1)N1CCCCC1
-0.76	12	0.27	O=S(=O)(c1cc(Cl)ccc1Cl)N1CCNCC1
-1	15	-0.87	CCCn1cc(NC(=O)c2cc(-c3ccccc3)on2)cn1
.	38	.	Cc1nn2cc(-c3ccc(Cl)cc3)cnc2c1Cl
0.14	29	0.09	CC(=O)Oc1ccc(-c2cccc(C(=O)NCCCO)c2)cc1
-0.57	.	-0.15	CC1(C)Oc2ccc(C(=O)NC3CCCC3)cc2N(CC(=O)N2CCOCC2)C1=O
-0.68	-88	-0.91	O=C(NCCNc1ccc([N+](=O)[O-])cc1)c1cccc2c(Br)cccc12
-0.2	.	-0.84	CCOC(Cn1c(SCc2cc(C(C)=O)ccc2OC)nc2ccccc2c1=O)OCC
-0.97	.	-0.99	O=C(Cn1cc(SCc2ccc(Cl)cc2)c2ccccc21)N1CCOCC1
.	-55	.	O=C1CCCC(O)=C1C=Nc1cccc(C(F)(F)F)c1
.	-12	.	COc1ccccc1C(=O)O/N=C(/c1ccncc1)c1ccc([N+](=O)[O-])cc1
-0.14	58	0.63	COc1ccc(-c2nc3ccccn3c2C=O)cc1
1.6	-71	1.4	CC(C)(C)NS(=O)(=O)c1ccc(-c2csnn2)s1
.	-21	.	Cn1c(=O)c2ncn(CC(=O)Nc3ccc4oc(-c5cccc6ccccc56)nc4c3)c2n(C)c1=O
0.97	10	1.2	C/C(=N\c1nc2ccccc2n1C)c1cc(Cl)ccc1O
-0.21	43	-0.07	CC1(C)CC(=O)C2=C(C1)OC1=C(C(=O)CC(C)(C)C1)C2c1ccc(O)cc1O
.	-14	.	Cc1ccc2c(c1)C(c1ccc(O)cc1)(c1ccc(O)cc1)C(=O)N2C
-0.63	29	0.2	O=C(Nc1ccc2c(c1)OCO2)c1ccncc1
-0.43	-27	-0.62	CCOc1ccc2nc(NC(=O)CSc3ccc(Cl)cc3)sc2c1
6.9*	-33	6.5*	C=CC[C@@H]1Cc2c(Br)ccc(Br)c2[C@@H](CC=C)N1
-0.93	13	-0.19	CCN(CC)c1ccc(NC(=O)CN2CCN(CC(=O)Nc3ccccc3F)CC2)cc1
.	32	.	Cc1ccc(-n2cc(CN(C)Cc3ncc[nH]3)c(-c3cccc(C)c3)n2)cc1
0.93	-15	0.59	COc1ccc(NC(=O)CSc2ccc(C)cc2)cc1
.	-71	.	CSc1cccc(NC(=S)N2CCC(N(C)C3CCCCC3C)CC2)c1 (stereo unspecified)
1.1	.	1.1	CC(C)C(NC(=O)C1CCCCC1)C(=O)Nc1ccncc1 (stereo unspecified)
1	.	0.64	CC(NC(=O)CSc1nc2ccccc2c(=O)n1CCCO)c1ccccc1 (stereo unspecified)
-1.2	.	-0.1	c1ccc(-c2noc(-c3ccc4c(c3)OCO4)n2)nc1
0.06	3	0.17	NNc1nnc(-c2ccccc2)c(-c2ccccc2)n1
0.82	-10	0.43	COc1ccccc1C(=O)NNC(=O)c1ccccc1F
-1.1	-9	-0.99	COc1cccc(NC(=O)c2cc([N+](=O)[O-])ccc2NCc2cccnc2)c1
-0.51	-34	-0.24	O=C(NS(=O)(=O)c1ccccc1)c1ccccc1O
-0.23	43	0.63	COc1cc(/C=C/C(=O)NCc2cccnc2)cc(OC)c1OC
-0.2	-8	0.26	NCCCCCc1nnc(SCC(=O)c2ccc(Cl)cc2)o1
0.69	69	0.24	COc1cc(C(=O)Nc2ccc3c(c2)OCCO3)ccc1OC(C)C
-0.67	-1	0.12	CCOC(=O)N1CCC(NC(=O)c2cc(S(=O)(=O)N(CC)CC)ccc2F)CC1
0.59	.	0.42	CSc1ncccc1C(=O)OCC(=O)N(CC(C)C)C1CCS(=O)(=O)C1 (stereo unspecified)
0.23	-12	0.44	O=C(Nc1ccc2nc(-c3ccco3)c(-c3ccco3)nc2c1)NC1CC1

Entries of single compounds from above.
Entry for c1ccc(-c2noc(-c3ccc4c(c3)OCO4)n2)nc1 : sdo1 growth Rescue 24 h: -1.2; Insulin prom inh: .; sdo1 growth: -0.1
Entry for O=C(Nc1ccc2c(c1)OCO2)c1ccncc1 : sdo1 growth Rescue 24 h: -0.63; Insulin prom inh: 29; sdo1 growth: 0.2

Next section:
sdo1 growth Rescue 24 h	Insulin prom inh	sdo1 growth	structure
.	0	.	CC(=O)Nc1ccc(NC(=O)Nc2ccc3c(c2)N(C)C(=O)CS3)cc1
0.09	?	1.1	O=C(Nn1cnnc1)c1cc([N+](=O)[O-])cc([N+](=O)[O-])c1
0.26	-28	0.13	CCCNC(=O)c1ccc2snnc2c1
-0.03	18	0.31	CCn1cc(C(=O)NCc2ccc3c(c2)OCO3)c(=O)c2cc(F)c(N3CCN(C(=O)c4ccco4)CC3)cc21
0.2	-33	-1.1	N/C(=N\OC(=O)COc1ccc(Br)cc1Cl)c1cccnc1
0.61	.	0.07	CCOC(=O)c1c(C)[nH]c(C2=NNC(=Nc3ccccc3)SC2)c1C
1.7	-27	1.5	Cc1cccc(OCCOCCN2CCNCC2)c1C
1.2	46	1.2	C=CCSC1=C(C#N)C(c2cccc(OC)c2)CC(=O)N1 (stereo unspecified)
.	9	.	CSc1nc2ncc(C(=O)O)c(N)n2n1
-0.61	21	-0.1	COc1cccc(C(=O)N2CCN(S(=O)(=O)Cc3ccccc3)CC2)c1OC
.	27	.	CC(C(=O)c1c[nH]c(C(=O)N=CN(C)C)c1)c1ncc(C(F)(F)F)cc1Cl (stereo unspecified)
.	47	.	CC1CCCC(C)N1C(=O)COC(=O)c1cc(Br)ccc1Cl (stereo unspecified)
-0.5	.	0.16	CCCn1c(SCC(=O)Nc2ccc3c(c2)OCO3)nc2c1c(=O)n(C)c(=O)n2C
-0.32	-55	-0.32	CCCNC(=O)NS(=O)(=O)c1ccc(Cl)cc1
2.1	.	0.48	Cc1cc(NC(=O)CCCC(=O)N(CC(=O)NCCc2ccccc2)Cc2ccc(F)cc2)no1
-0.51	-45	0.26	O=C(Nc1ccc(S(=O)(=O)N2CCOCC2)cc1)c1ccc(Br)o1
.	-35	.	COc1ccc(Cc2n[nH]c(=S)n2N)cc1OC
-0.91	-7	-0.52	O=C(NCCc1ccccc1)c1cnc2ccccn2c1=O
0.48	-108	0.48	CCC(=O)Nc1nnc(SCCN2CCOCC2)s1
-0.09	0	0.64	COc1cc(C)c(-c2[nH]ncc2-c2csc(C)n2)c(O)c1

Another view of some results above:
C=CCSC1=C(C#N)C(c2cccc(OC)c2)CC(=O)N1 (stereo unspecified)
  sdo1 growth Rescue 24 h: 1.2
  Insulin prom inh: 46
  sdo1 growth: 1.2
CSc1nc2ncc(C(=O)O)c(N)n2n1
  sdo1 growth Rescue 24 h: .
  Insulin prom inh: 9
  sdo1 growth: .
COc1cccc(C(=O)N2CCN(S(=O)(=O)Cc3ccccc3)CC2)c1OC
  sdo1 growth Rescue 24 h: -0.61
  Insulin prom inh: 21
  sdo1 growth: -0.1
CC(C(=O)c1c[nH]c(C(=O)N=CN(C)C)c1)c1ncc(C(F)(F)F)cc1Cl (stereo unspecified)
  sdo1 growth Rescue 24 h: .
  Insulin prom inh: 27
  sdo1 growth: .

(more compounds)
sdo1 growth Rescue 24 h	Insulin prom inh	sdo1 growth	structure
-0.63	19	-0.36	CC1CCCCC1NC(=O)C1CC=CCC1C(=O)O (stereo unspecified)
.	36	.	COc1ccc(CCn2cnc(=O)c(C#N)c2C)cc1OC
0.02	.	0.51	COc1ccc(/C=N/NC(=O)c2cccc(COCC(F)(F)C(F)F)c2)cc1
-0.24	.	0.31	CCOC(=S)SCC(=O)N1CCc2ccccc2C1C1C(=O)CC(C)(C)CC1=O (stereo unspecified)
-0.31	29	-0.39	Nc1ccccc1S(=O)(=O)NC1=NCCCCC1
-1.2	.	-0.43	Cc1c(-c2ccco2)[n+](=O)c2c(n1[O-])CCCCC2
0.09	14	0.39	CCOC(=O)NC(=O)COC(=O)Cc1cc(OC)c(OC)c(OC)c1
-0.03	9	-0.03	CN1CCN(C(=S)NC(=O)/C=C/c2cccc3ccccc23)CC1
-0.09	-43	-0.63	COc1ccc(S(=O)(=O)NCc2ccc3c(c2)OCO3)cc1C
0.08	36	0.31	O=C(c1ccncc1)N1C2C=CC(C2)C1(C(F)(F)F)C(F)(F)F (stereo unspecified)
0.45	.	-0.34	Cc1cccc(C(=O)Nc2nnc(-c3ccc(C(C)(C)C)cc3)s2)c1
1.1	23	0.82	CCOC(=O)Cc1c(C)nc2cc(C)nn2c1C
0.07	.	0.29	Cc1cc(S(=O)(=O)NCc2cccnc2)ccc1-n1cnnn1
-0.48	61	-1.3	C=CCN1CC(c2nc3ccccc3n2Cc2cccc3ccccc23)CC1=O (stereo unspecified)
0.23	-79	-1.8	O=C(CCNS(=O)(=O)c1ccc(Br)s1)N1CCN(c2ccccc2)CC1
0.39	-31	0.49	C=CCn1c(SCC(=O)Nc2c(C)n(C)n(-c3ccccc3)c2=O)nc2sc(C)c(C)c2c1=O
0.6	.	0.77	CCOCCCNCc1ccc(OC)c(OC)c1
0.42	.	0.35	O=C(CN1CCN(C(=O)c2ccco2)CC1)Nc1c2c(nc3c1CCC3)CCCC2
-0.98	-62	-2	O=[N+]([O-])c1ccc(-c2cc(-c3ccc(Cl)cc3)n[nH]2)cc1
0.36	.	0.48	O=C(C1CCN(c2nnc(-n3cccc3)s2)CC1)N1CCN(Cc2ccc3c(c2)OCO3)CC1

Next section, starting with the last 2 of the part before.
sdo1 growth Rescue 24 h	Insulin prom inh	sdo1 growth	structure
-0.98	-62	-2	O=[N+]([O-])c1ccc(-c2cc(-c3ccc(Cl)cc3)n[nH]2)cc1
0.36	.	0.48	O=C(C1CCN(c2nnc(-n3cccc3)s2)CC1)N1CCN(Cc2ccc3c(c2)OCO3)CC1
0.68	-30	0.66	COc1ccc(CCNC(=O)CC2SC(=NCCc3ccccc3)NC2=O)cc1 (stereo unspecified)
0	.	-1	Cc1oc(-c2cccc(Cl)c2)nc1CN1CCCC(C(=O)NC(C)c2ccc3c(c2)OCCO3)C1 (stereo unspecified)
1.2	.	1.4	O=S1(=O)CCN2C(c3ccco3)=CSC2=N1
.	-39	.	COc1ccc(C(=O)C2CCCN(Cc3cccn3-c3ccc(Cl)cn3)C2)c(OC)c1 (stereo unspecified)
0.33	30	0.58	Cc1occc1C(=O)n1cnc2ccccc21
-0.02	.	-0.31	O=C(C1CC1)N1CCc2cc(Br)cc(S(=O)(=O)NC3CCCCC3)c21
-0.04	.	0.33	CN1CCC2(CC1)N=C(c1ccc(F)cc1)C(=S)N2C(=O)c1ccccc1
0.48	.	1	O=C(CSc1nnc(CNC(=O)C23CC4CC(CC(C4)C2)C3)n1-c1ccc(F)cc1)Nc1ccc(F)cc1
.	3	.	Cc1ccc2sc(-c3ccc(NC(=O)/C=C\C(=O)O)cc3)nc2c1
-0.18	-20	0.27	CCOC(=O)N1CCN(C(=O)c2cn(C)c(=O)c3c2c2ccccc2n3C)CC1
0.46	-31	-0.16	O=C(COc1ccc(Cl)cc1Cl)NN=C1c2ccccc2-c2ccccc21
0.76	.	0.36	COc1ccc(C(=O)N2CCN(c3c(C)cccc3C)CC2)cc1OC
